# High-throughput results as filed in PubChem.
# mIAP activ: increases mouse intestinal alkaline phosphatase activity; muIAP, CDP-Star luminescence, 30 min; hits give high values; 1 = vehicle-only enzyme signal, 0 = enzyme-free wells; activation factor at 10 µM; 330,000 tested, 0.24% active;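 active = activation factor of at least 2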; note: the source names both 10 and 20 µM as test concentration; values of inactives mirror those of a sister screen read the other way
#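 System: Mouse IAP enzyme | Also added: CDP-Star substrate | Dosing: Compounds dispensed in DMSO | Schedule: 30 min enzyme-substrate-compound incubation at room temperature | Technique: Chemiluminescence readout | Control set: DMSO-only wells and no-enzyme negative control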
# A3G deaminase: APOBEC3G (human) deaminase inhibition; 330,000 tested, 0.28% active; Q9HC16; recombinant A3G, ssDNA deamination FAM/TAMRA fluorescence; AID 493012; inhibition, % at 20 µM;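 active = inhibition of at least 40% at 20 µM, with no more than 30% in the related APOBEC3A deaminase screen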;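 note: plate controls were DMSO wells with A3G for no effect and wells lacking A3G enzyme for full effect; some compounds called inactive have numbers as strong as hits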
# Target sequence (Q9HC16 whole entry, looked up): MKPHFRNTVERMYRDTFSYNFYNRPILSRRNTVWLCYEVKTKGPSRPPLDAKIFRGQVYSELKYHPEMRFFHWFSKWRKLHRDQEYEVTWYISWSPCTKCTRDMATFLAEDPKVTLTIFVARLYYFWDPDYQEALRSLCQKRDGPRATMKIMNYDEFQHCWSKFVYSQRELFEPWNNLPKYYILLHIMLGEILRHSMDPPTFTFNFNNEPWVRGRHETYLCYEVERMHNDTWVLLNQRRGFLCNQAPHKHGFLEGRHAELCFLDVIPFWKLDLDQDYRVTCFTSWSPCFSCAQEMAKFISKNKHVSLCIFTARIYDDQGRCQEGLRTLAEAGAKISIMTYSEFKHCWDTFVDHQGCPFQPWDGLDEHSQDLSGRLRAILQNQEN
# hIAP inh: human IAP inhibition; P09923; purified IAP, CDP-Star luminescence, 30 min; 330,000 tested, 0.12% active; AID 2544; inhibition, % at 10 µM;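 active = inhibition reaching a set limit with compound at 10 µM in the primary screen, cut at about 35% in these data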;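 note: plate controls were DMSO wells with enzyme for no effect and no-enzyme buffer wells for full effect; values of inactives mirror those of a sister screen read the other way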
# Target sequence (P09923 whole entry, looked up): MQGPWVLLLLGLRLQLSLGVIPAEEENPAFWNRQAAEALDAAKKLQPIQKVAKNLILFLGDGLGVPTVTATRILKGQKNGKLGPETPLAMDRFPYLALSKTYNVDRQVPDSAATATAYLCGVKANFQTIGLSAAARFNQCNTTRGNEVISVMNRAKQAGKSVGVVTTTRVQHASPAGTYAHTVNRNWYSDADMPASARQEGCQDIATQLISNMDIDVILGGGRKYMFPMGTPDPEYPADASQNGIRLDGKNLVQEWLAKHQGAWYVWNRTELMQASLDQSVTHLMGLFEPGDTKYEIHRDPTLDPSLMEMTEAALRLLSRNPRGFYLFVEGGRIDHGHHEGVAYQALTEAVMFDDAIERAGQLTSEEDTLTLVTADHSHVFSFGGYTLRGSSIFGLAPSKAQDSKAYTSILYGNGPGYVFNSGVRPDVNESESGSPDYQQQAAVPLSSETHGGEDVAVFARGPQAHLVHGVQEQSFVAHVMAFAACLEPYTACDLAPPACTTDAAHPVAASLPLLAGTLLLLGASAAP
# A3A deaminase: blocks human APOBEC3A ssDNA deamination. P31941. recombinant A3A, FAM/TAMRA ssDNA deamination fluorescence. inhibition, % at 20 µM. 330,000 tested, 0.41% active;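 active = at least 40% inhibition at 20 µM here, with at most 30% in a related deaminase screen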;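 note: plate controls were A3A with DMSO for no effect and wells lacking A3A enzyme for full effect; some results filed as inactive read as strong as hits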
# MPTP inh: permeability transition pore inhibition. isolated mouse mitochondria, Ca2+ swelling absorbance, 30 min. inhibition, % at 10 µM. 360,000 tested, 1.4% active;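 active = inhibition of 50% or more, scaled per plate between neutral and stimulator controls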;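 note: 0% = DMSO wells given calcium and 100% = 1 mM EGTA wells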
# hIAP activ: increases human intestinal alkaline phosphatase activity; P09923; activation factor at 10 µM; purified human IAP, CDP-Star luminescence, 30 min; hits give high values; 1 = vehicle-only enzyme, 0 = enzyme-free background; AID 2524; 330,000 tested, 0.16% active;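 active = activation factor of the enzyme at least 2-fold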; note: the source names both 10 and 20 µM as test concentration; values of inactives mirror those of a sister screen read the other way
# mIAP inh: mouse IAP inhibition | inhibition, % at 10 µM | 330,000 tested, 0.2% active | purified mouse IAP, CDP-Star luminescence, 30 min;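 active = inhibition of at least 40% at 10 µM in the primary screen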;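 note: plate controls were DMSO with enzyme for no effect and no enzyme wells for full effect; values of inactives mirror those of a sister screen read the other way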
# NR3A LBD binder: modulators (binders) of human NR3A ligand-binding domain; NR3A LBD differential scanning fluorimetry, Tm shift; 0% = protein alone, 100% = glycine-bound protein; AID 1259313; Tm shift relative to glycine control, % at 25 µM; 340,000 tested, 2.5% active;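 active = melting temperature shift of at least 10% of the positive control shift, at one fixed dose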
# MIN6 prolif: MIN6 beta-cell proliferation induction. MIN6 cells proliferation, ATPlite luminescence, 48 h; cells starved in 0.2% serum; 100% = growth in 10% serum. proliferation, % at 10 µM. 330,000 tested, 0.29% active. AID 2380;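 active = compounds whose signal lies at least 3.5 SD above the mean of all wells on their plate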;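 note: 0% = DMSO-treated cells in low-serum medium and 100% = 10% serum control; some compounds called inactive have numbers as strong as hits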
# Active calls of the source: *. Outcome played no part in choosing rows. About 5% of those tested had a hit in this group.
Structure,hIAP activ,MIN6 prolif,MPTP inh,mIAP inh,NR3A LBD binder,A3G deaminase,A3A deaminase,mIAP activ,hIAP inh
COC(=O)C1=C(Nc2ccc(C)cc2)C=C(C)C(C(=O)OC)C1c1cccc(OC)c1 (stereo unspecified),1.1,-4,3.1,0,2,-7,1,1,-8
CN1c2ccc([N+](=O)[O-])cc2C(C)(C)C12C=Cc1cc(C(=O)O)ccc1O2 (stereo unspecified),0.97,-5,-0.2,4,-1,3,-3,0.96,3
COc1cnc(-c2ccccn2)nc1N(C)c1ccccc1,1.1,-4,-0.5,12,1,-4,-3,0.89,-12
Cc1c(C(=O)OCC(=O)N(C)c2ccccc2)cccc1[N+](=O)[O-],1.1,1,-2.1,7,-2,-8,-1,0.93,-5
O=C(CSc1ccc(F)cc1)NCCc1ccc(Cl)cc1,1,-3,1.9,14,-2,1,1,0.86,-3
CC1CC(C)CN(C(=O)C2CCN(S(=O)(=O)c3cccs3)CC2)C1 (stereo unspecified),0.82,2,0.6,4,2,-6,-3,0.96,18
CC(Oc1ccc2c(-c3ccccc3)cc(=O)oc2c1)C(=O)NCCN1CCOCC1 (stereo unspecified),0.92,-2,-1.7,1,-1,-2,-3,0.99,8
CCCN1C2CCCC1CC(NC(=O)c1cc(OC)cc(OC)c1)C2 (stereo unspecified),1,1,-0.1,-2,3,-9,-1,1,-1
O=C(OCc1ccc(F)cc1)c1cc(S(=O)(=O)N2CCCCC2)ccc1N1CCOCC1,0.96,-2,2.8,3,3,-9,1,0.97,4
CCOc1ccc2nc(NC(=O)c3cccnc3)sc2c1,0.94,-1,-0.8,12,-10,-4,-1,0.89,6
CCOc1cc(NC(=O)C2CCCO2)c(OCC)cc1NC(C)=O (stereo unspecified),0.84,-1,-0.7,-7,-1,-7,1,1.1,16
CCOC(=O)Cc1c(C)nc2c(C#N)c(C)nn2c1C,0.9,2,0.7,-3,0,-5,-7,1,10
Cc1cccc(N2CC(C(=O)OCC(=O)Nc3sccc3C(N)=O)CC2=O)c1C (stereo unspecified),1,0,1.5,3,3,-5,-5,0.97,-4
O=C(c1ccc(S(=O)(=O)NCC2CCCO2)cc1)N1CCN(c2ccccc2)CC1 (stereo unspecified),1,0,-1.0,9,-1,-4,-3,0.91,-2
CCc1ccc(NC(=O)CN(c2ccc(OC)cc2)S(=O)(=O)c2c(C)nn(C)c2C)cc1,1.4,-1,-0.4,-19,-3,-2,0,1.2,-40
COc1ccc(Cc2nc(-c3ccccc3)no2)cc1,1,-1,0.5,8,0,-7,3,0.92,0
C[C@@H]1CN=C2N(CCNC(=O)CCC3CCCCC3)[C@H](Cc3ccc(O)cc3)CN21,1,-2,-0.6,6,1,1,2,0.94,-3
CCC(=O)N(C)CCc1cc2c(c(OC)c1/C=N/NC(=O)[C@H]1C[C@@H]1c1ccccc1)OCO2,1.1,1,3.4,-26,-2,-11,2,1.3,-6
O=C1C2C3C=CC(C3)C2C(=O)N1CNc1ccccc1 (stereo unspecified),0.95,3,-1.4,8,-1,-3,-1,0.92,5
O=C(Cn1c(C(F)(F)F)nc2ccccc21)c1ccccc1,1,0,-1.2,9,0,-4,-1,0.91,-4
COc1cccc(OC)c1C(=O)NC(=S)Nc1ccc2c(c1)Cc1ccccc1-2,0.97,-5,2.5,-2,-2,2,0,1,2
CC1CCCCN1C(=O)CSc1nnc(-c2ccccc2O)o1 (stereo unspecified),1,0,0.2,8,0,-10,-4,0.92,-2
N/C(=N\OC(=O)CCCOc1ccc(Cl)cc1Cl)c1ccccn1,0.98,1,1.6,-6,3,-3,-1,1.1,2
COc1ccc(-c2oc(/N=C/N3CCOCC3)c(C#N)c2-c2ccc(OC)cc2)cc1,0.89,-3,2.9,2,0,3,-1,0.98,11
CNC(=O)NC(=O)C(OC(=O)c1cccc(S(=O)(=O)N2CCCCC2)c1)c1ccccc1 (stereo unspecified),1,0,16,3,-3,-4,1,0.97,-4
CN1CC(=O)N2C(c3ccc(Cl)cc3)c3[nH]c4ccccc4c3C[C@H]2C1=O (stereo partly specified),0.99,-6,0.6,-2,1,-7,-2,1,1
Nc1cc(C(=O)O)ccc1Nc1ccccc1,1.1,-3,0.5,-2,-3,1,1,1,-6
Cc1ccc(C=Nc2ccccc2C#N)s1,1.1,-3,-1.8,-2,0,-5,2,1,-11
Oc1ccc(-c2nc3ccccn3c2NCc2ccc3c(c2)OCO3)cc1,0.87,0,-1.3,10,1,-7,-7,0.9,13
CN(c1ccccc1)C(c1ccc(F)cc1)c1nnnn1C1CCCC1 (stereo unspecified),0.88,1,6.4,0,-2,-13,-5,1,12
C#CC[N+](C)(C)CCN1C(=O)C2C(c3ccccc3)C=CC(c3ccccc3)C2C1=O (stereo unspecified),0.95,-3,-0.3,-1,1,-2,0,1,5
CCOC(=O)c1cc2c(=O)n3ccccc3nc2n(CCOC)c1=NC(=O)C(C)(C)C,1.2,3,0.5,5,0,-3,-3,0.95,-16
COc1ccc(OCCNC(=S)Nc2cccc3ccccc23)cc1,1,-5,2.5,-23,-6,-1,5,1.2,-4
CC(C)NC(=O)c1ccc2c(c1)N(Cc1ccccc1)C(=O)C(C)(C)O2,1.1,1,0.0,5,2,-4,-5,0.95,-5
CCN(CC)c1ccc(NC(=O)c2cc3c(OC)cccc3[nH]2)cc1,0.99,-3,0.9,3,-2,-8,-4,0.97,1
O=C(c1cccc(N2C(=O)C3C4C=CC(C4)C3C2=O)c1)N1CCCCCC1 (stereo unspecified),1.1,-2,0.7,-2,-3,-4,-3,1,-14
Cc1ccc(NC(=O)CC2=NC(=O)C(CC(=O)Nc3ccccc3F)S2)cc1 (stereo unspecified),1.3,-3,1.5,-5,-1,-3,-5,1.1,-31
COc1ccc(C(=O)/C=C/Sc2nc3ccccc3o2)cc1,0.85,-4,3.1,7,-12,-5,-2,0.93,15
O=C(COC(=O)c1ccc2ccccc2n1)NC1CCCCC1,0.98,6,-0.3,-17,2,-7,-4,1.2,2
Cc1cccc(N2CCN(S(C)(=O)=O)CC2)c1C,1.1,-1,0.3,-1,-1,1,0,1,-13
O=[N+]([O-])c1cc(/C=N/n2c(-c3ccncc3)n[nH]c2=S)ccc1Cl,1.2,1,-0.2,7,-28,36,0,0.93,-16
COc1cccc(Nc2ncccc2C(=O)Nc2ccccc2)c1,1.1,-3,7.5,-3,1,-4,-2,1,-7
Cc1ccccc1NC(=O)C1=CC=CN2CCS(=O)(=O)N=C12,0.97,4,-0.8,7,-1,0,0,0.93,3
CCn1c(CC(=O)Nc2ccc(F)cc2)nnc1SCC(=O)N1CCOCC1,0.9,1,-0.6,0,0,2,0,1,10
Cc1cccc(N(CC(O)CN2CCCC2)S(=O)(=O)c2ccccc2)c1 (stereo unspecified),1,-2,0.0,7,3,-11,-4,0.93,-4
COC(=O)c1ccc(C)c(NC(=O)CN(c2cc(OC)ccc2OC)S(C)(=O)=O)c1,1.1,-3,-0.8,-8,-9,-8,-4,1.1,-8
Cc1cccn2c(CNCCc3ccccn3)c(C(=O)N3CCOCC3)nc12,0.91,1,-0.7,-7,-1,23,4,1.1,9
C=CCn1c(SCC(=O)c2[nH]c(C)c(C(C)=O)c2C)nnc1-c1ccncc1,1.2,-1,-0.2,-2,-1,-8,-2,1,-24
Cc1cccc(OCC(=O)NCc2n[nH]c(=O)c3ccccc23)c1,1.1,-3,-3.1,-4,-2,4,-3,1,-12
O=C(CSc1ccc(-c2ccccc2)nn1)NC1CCCC1,1,-1,-0.6,-3,-1,-1,4,1,-1
CS(=O)(=O)N(CC(O)Cn1c2ccccc2c2ccccc21)c1cccc2ccccc12 (stereo unspecified),1.1,-5,3.1,4,8,-4,1,0.96,-11
COc1ccc(C)cc1NC(=O)CSc1nnc(-c2ccc(Br)cc2)o1,1.1,-3,4.5,3,1,10,3,0.97,-13
CC(C)CC(C(=O)NC1CCCCC1)N(Cc1cccs1)C(=O)c1snc(C(N)=O)c1N (stereo unspecified),0.92,7.1*,0.5,-14,4,-7,-1,1.1,8
O=C(NC1CCCCC1)c1ccc(CS(=O)Cc2ccc(Cl)cc2)o1 (stereo unspecified),1.1,-4,-1.1,2,0,-9,-7,0.98,-8
Nc1nc(SCC(=O)NN(c2ccccc2)c2ccccc2)n[nH]1,1,0,1.0,5,-1,-8,-2,0.95,-4
CC(=O)Nc1nc2ccc(C(=O)NCCOC(=O)C3CCCCC3)cc2s1,0.87,-2,3.0,12,0,-5,-2,0.88,13

# Continuation:
Structure,hIAP activ,MIN6 prolif,MPTP inh,mIAP inh,NR3A LBD binder,A3G deaminase,A3A deaminase,mIAP activ,hIAP inh
COc1ccc(C(=O)Nc2cc(S(=O)(=O)N3CCCC3)ccc2Cl)cc1,1.1,-1,0.6,-4,3,0,-1,1,-10
O=C(NCCCc1ccccn1)C1CCC(=O)N(Cc2cccc(F)c2)C1 (stereo unspecified),1,3,-1.9,0,-1,-5,-2,1,-2
O=C(CCS(=O)(=O)c1ccc(Br)cc1)Nc1ccccc1Cl,0.92,0,0.5,7,-2,-1,-1,0.93,8
Cc1ccc(S(=O)(=O)N2CCOCC2)cc1NC(=O)CSc1ccccn1,1.1,-1,1.7,-3,1,-4,-1,1,-10
COc1cc(NC(=O)C23CC4CC(C2)CC(n2cnc([N+](=O)[O-])n2)(C4)C3)cc(OC)c1,1,0,2.4,19,-17,2,-2,0.81,-4
CC(C)(C)C(=O)/C=c1\[nH]c(=O)/c(=C\c2ccccc2F)s1,0.85,-5,12,10,-3,-10,2,0.9,15
Cc1ccc(Cn2cc(/C=N/Nc3ccc([N+](=O)[O-])cn3)c3ccccc32)cc1,1.3,-2,23,10,4,-5,-1,0.9,-33
CC(NC(=O)COc1ccccc1F)C1CC2CCC1C2 (stereo unspecified),1.2,-3,0.9,6,-1,-5,0,0.94,-15

# Two entries picked at random from the list so far:
Structure,hIAP activ,MIN6 prolif,MPTP inh,mIAP inh,NR3A LBD binder,A3G deaminase,A3A deaminase,mIAP activ,hIAP inh
Cc1ccc(S(=O)(=O)N2CCOCC2)cc1NC(=O)CSc1ccccn1,1.1,-1,1.7,-3,1,-4,-1,1,-10
COc1cc(NC(=O)C23CC4CC(C2)CC(n2cnc([N+](=O)[O-])n2)(C4)C3)cc(OC)c1,1,0,2.4,19,-17,2,-2,0.81,-4

# The listing continues:
Structure,hIAP activ,MIN6 prolif,MPTP inh,mIAP inh,NR3A LBD binder,A3G deaminase,A3A deaminase,mIAP activ,hIAP inh
NCCS,1,2,0.3,0,1,0,3,1,-2
CN(C)/C=C(/C(=O)c1ccc(Cl)cc1)S(C)(=O)=O,0.96,3,-0.1,-10,-1,5,43*,1.1,4
CCOc1cccc(NC(=O)CSc2nncn2N)c1,1.3,-2,-0.1,4,0,3,4,0.96,-35
N#C/C(=C\c1ccccc1)C(=O)N1CCN(c2ccccc2F)CC1,0.98,-2,-2.7,-2,0,-6,1,1,2
c1ccc2c(COn3nnc4ccccc43)cccc2c1,0.9,2,-0.1,16,0,-10,-4,0.84,10
CCn1c(CNC(=O)c2ccccc2)nc2ccccc21,0.98,-2,-0.3,7,2,3,2,0.93,2
CN(C)S(=O)(=O)c1ccc(NC(=O)C2COc3ccccc3O2)cc1 (stereo unspecified),1.1,-4,-0.1,-21,2,-15,-5,1.2,-11
NC(=S)Nc1ccc(Cl)c(Cl)c1,0.86,-2,13,9,9,-5,-4,0.91,14
